# RAD54 inh = RAD54 (human) branch migration inhibition. hit rate 0.14% among 360,000. inhibition, % at 10.4 µM. Q92698. RAD54 Holliday junction branch migration, FAM/BHQ fluorescence;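 active = mean normalized replicate activity at least 40 and at least half of replicates scoring 40 or more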;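 note: 0% = median of neutral control wells and 100% = median of positive control wells; inhibitors cause a drop in the FAM fluorescence signal; in these data hits start at about 50%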
# Target sequence (Q92698 whole entry, looked up): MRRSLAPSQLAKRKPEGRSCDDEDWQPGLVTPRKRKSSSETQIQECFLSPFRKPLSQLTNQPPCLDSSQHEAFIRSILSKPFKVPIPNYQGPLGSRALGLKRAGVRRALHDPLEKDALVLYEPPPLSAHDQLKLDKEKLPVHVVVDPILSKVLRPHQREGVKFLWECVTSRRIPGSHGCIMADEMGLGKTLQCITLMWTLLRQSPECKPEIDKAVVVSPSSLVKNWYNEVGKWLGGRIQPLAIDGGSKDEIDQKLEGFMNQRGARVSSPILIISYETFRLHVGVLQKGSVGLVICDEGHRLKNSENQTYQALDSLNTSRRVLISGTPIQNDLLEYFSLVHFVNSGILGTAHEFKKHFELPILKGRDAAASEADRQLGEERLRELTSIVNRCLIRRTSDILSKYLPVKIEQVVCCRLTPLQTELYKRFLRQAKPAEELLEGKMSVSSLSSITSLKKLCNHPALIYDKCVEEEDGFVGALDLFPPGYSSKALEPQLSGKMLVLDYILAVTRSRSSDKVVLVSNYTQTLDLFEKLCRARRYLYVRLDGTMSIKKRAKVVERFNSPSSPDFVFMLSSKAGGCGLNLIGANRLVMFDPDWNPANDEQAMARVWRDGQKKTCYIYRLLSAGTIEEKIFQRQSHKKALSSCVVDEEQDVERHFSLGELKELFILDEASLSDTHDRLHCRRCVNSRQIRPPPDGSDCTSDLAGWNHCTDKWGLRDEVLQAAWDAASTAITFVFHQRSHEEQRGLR
# The depositor's hits bear a star; & = joins results of further samples.
Structure | RAD54 inh
Cc1n[nH]c(=O)nc1NC1CCCCC1 | 3
CN(C)S(=O)(=O)c1ccc(S(=O)(=O)Nc2ccc3c(c2)oc2ccccc23)cc1 | 2
CNc1nc(CCN2C(=O)c3ccccc3C2=O)cs1 | 2
Nc1cc2c([N+](=O)[O-])cccc2o1 | 0
CCOCCNC(=O)c1ccccc1C(=O)NCCOCC | -3
CCCc1c(C)c2cccc(C)c2[nH]c1=O | 8
COc1cccc(C(=O)Cn2c(=N)n(C)c3ccccc32)c1 | 2
CCc1cccc(C)c1N(C(=O)Cn1c(COC)nc2ccccc21)C(C)COC (configuration not stated) | 11
CC(=O)Nc1ccc(NC(=O)C2CC(=O)N(c3cccc(C)c3C)C2)cc1 (configuration not stated) | 8
COc1ccc(/C(O)=C(\C#N)c2nc3ccccc3n2C)cc1OC | 9
CCc1ccc(CCC(=O)Nc2nc(CC(C)=O)ns2)o1 | -9
CC(=O)c1ccc(NC(=O)N[C@@H](CC(C)C)C(=O)O)cc1 | 9
O=C(CCc1ccc(S(=O)(=O)NCCc2ccccc2)cc1)N1CCN(Cc2ccc3c(c2)OCO3)CC1 | -2
COC(=O)c1sc2ccccc2c1-n1cccc1C(=O)C(=O)Nc1ccccc1 | 5
Cc1ccc(/C=C/C(=O)O)cc1S(=O)(=O)N(CCO)CCO | -3
O=C(c1cc2ccccc2oc1=O)N1CCN(c2ccccn2)CC1 | 1
Cc1cc(C)cc(NC(=S)NCCc2c[nH]c3ccccc23)c1 | 0
CC(C)(C)C1C/C(=C/c2ccccn2)C(=O)/C(=C/c2ccccn2)C1 (configuration not stated) | 6
O=C(CCCOc1ccccc1)Nc1nnc(C2CCCO2)s1 (configuration not stated) | 1
Cc1ccc(N(CC(=O)NCc2ccncc2)S(C)(=O)=O)cc1 | 6
Cc1ccc(NS(=O)(=O)c2cccc(C(=O)N3CCOCC3)c2)cc1 | 12
COCCOC(=O)C1=C(C)Nc2ncnn2C1c1ccccc1 (configuration not stated) | 0
Cc1oc(-c2ccc(Cl)cc2)nc1CN1CCCC(C(=O)NCc2cccnc2)C1 (configuration not stated) | -19
CCn1c(SCC(=O)Nc2nccs2)nnc1-c1ccncc1 | -10
c1ccc2[nH]c(CN3CCOCC3)nc2c1 | -5
O=C(Nc1ccc(F)c(F)c1)c1cnc(-c2ccccc2)nc1-c1ccccc1 | -2
O=C(COc1ccccc1Cl)NCc1ccncc1 | -7
Nc1ccc2oc(-c3ccc4nc[nH]c4c3)nc2c1 | 35
O=C(COC(=O)c1ccc(S(=O)(=O)NCc2ccco2)cc1)Nc1ccc(OC(F)F)cc1 | -4
CCOc1ccc2[nH]c(=O)c(CN(CCc3ccccc3)C(=O)c3cnccn3)cc2c1 | 1
CCNc1nc(NCC)nc(OCCOC(=O)COc2ccc(Cl)cc2Cl)n1 | -4
CCCCOn1c(C)c(C(=O)OCC)c2c3nonc3ccc21 | -13
COC(=O)c1c(C(=O)OC)c(-c2ccccc2)n2c1CS(=O)C2 (configuration not stated) | -7
Cc1nc2ccccc2c2nc(N)nn12 | 5
Cn1c(NC(=O)c2ccc(Br)o2)cc(=O)n(C)c1=O | 7
Cc1ccc(C(=O)NCCNc2ccc(Cl)cc2[N+](=O)[O-])o1 | -1
COC(=O)C1=C(C)N(CC2CCCO2)C(=O)/C1=C\c1ccc(O)cc1 (configuration not stated) | -6
COc1nc(NCCc2ccc(OC)c(OC)c2)nc(NC(C)(C)CO)n1 | -5
CC1CCN(Cc2ccc(-c3nn[nH]n3)cc2)CC1 | -6
O=C1OC(Nc2nc3ccccc3s2)c2ccccc21 (configuration not stated) | 5
Cn1cccc1C(=O)C(=O)Nc1cc(Cl)cc(Cl)c1 | 5
CC(=O)Nc1ccc(S(=O)(=O)NCC2CCC(C(=O)NCCCN3CCCC3=O)CC2)cc1 (configuration not stated) | -5
COc1ccc2nc(NC(=O)CSc3nc(C)cc(=O)[nH]3)sc2c1 | -1
COCc1cc(C)nc(N2CCNCC2)c1C#N | -13
CC(=O)Nc1ccc(NC(=O)C(C)Oc2ccccc2F)cc1 (configuration not stated) | -3
CCOc1ccc(NC(=O)Cn2nnc(-c3ccccc3NC(=O)c3cccs3)n2)cc1 | -2
CCCn1nnnc1SCC(=O)c1ccc2c(c1)OCCO2 | 2
CC(C)(C)c1ccc(C(=O)C=[N+]=[N-])cc1 | -1
O=C(CC1Nc2ccccc2NC1=O)NCCc1ccccc1 (configuration not stated) | -6
CCOc1ccc(Nc2cc(C)nc(N3CCOCC3)n2)cc1 | 4

# Further results follow.
Structure | RAD54 inh
COc1ccc(CCNC(=O)COc2nsnc2N2CCOCC2)cc1OC | -8
O=C1CSC(c2ccncc2)N1Cc1ccco1 (configuration not stated) | -3
COc1ccc(OC)c(N)c1 | 2
CN(c1cccc(Cl)c1)S(=O)(=O)c1cccc(C(=O)NC2=NCCS2)c1 | -4
O=C(O)c1ccccc1S(=O)(=O)Cc1ccccc1 | -5
Cc1cccc(C)c1NC(=O)CSc1nnnn1C | 1
CS(=O)(=O)NCCCNc1c(Cl)cccc1[N+](=O)[O-] | -3
COc1ccc(NC(=O)CCN2CCCC(C)C2)cc1 (configuration not stated) | 3
CNC(=O)c1ccc(OC2CSC2)cc1 | 2
COc1cccc(C2C(C(C)=O)=C(O)C(=O)N2CCc2c[nH]c3ccccc23)c1 (configuration not stated) | 0
CCn1ncc(/C=C/C(=O)NCc2cnn(C)c2C)c1C | -1
COc1ccc2[nH]cc(C(=O)CN3CCCC(C)C3)c2c1 (configuration not stated) | 3
CC(=O)Nc1cccc(OCC(=O)Nc2ccc(F)cc2)c1 | 1
Cn1nc(-c2ccccc2)c(C(=O)Nc2ccc(Cl)cc2)c1Cl | 12
CSCCC(NC(C)=O)C(=O)Oc1ccc2c3c(c(=O)oc2c1)CCCC3 (configuration not stated) | 5&5
COc1ccc(NC(=O)CCNC(C)=O)cc1NS(=O)(=O)c1ccc(F)cc1 | -21
O=C(COc1cccc2ccccc12)N1CCN(c2ccccc2)CC1 | -25
O=C(O)C1C2CCC(O2)C1C(=O)NCc1ccncc1 (configuration not stated) | 3
c1coc(CNC2C3CC4CC(C3)CC2C4)c1 (configuration not stated) | 8
CCC(C)NC(=O)C1CCC(=O)N(c2cc(OC)c(OC)c(OC)c2)C1c1ccc(OC)cc1 (configuration not stated) | -3
Clc1ccccc1CSc1nnc(-c2ccncc2)o1 | 2
CCc1cc2c(=O)[nH]c(Cc3ccc(Cl)cc3)nc2s1 | 15
CCCC1CCC(c2nc(-c3cccnc3)no2)CC1 (configuration not stated) | -5
COc1ccccc1CN=Cc1[nH]c2ccc(Br)c(Cl)c2c1O | 3
COc1ccc(NC2=NCC(=O)N2c2ccccc2)c(OC)c1 | -5

# Six neighbouring records out of the list so far, for reference:
Structure | RAD54 inh
COc1ccc(CCNC(=O)COc2nsnc2N2CCOCC2)cc1OC | -8
O=C1CSC(c2ccncc2)N1Cc1ccco1 (configuration not stated) | -3
COc1ccc(OC)c(N)c1 | 2
CN(c1cccc(Cl)c1)S(=O)(=O)c1cccc(C(=O)NC2=NCCS2)c1 | -4
O=C(O)c1ccccc1S(=O)(=O)Cc1ccccc1 | -5
Cc1cccc(C)c1NC(=O)CSc1nnnn1C | 1

# A different layout for part of the listing above:
> Clc1ccccc1CSc1nnc(-c2ccncc2)o1
  RAD54 inh: 2
> CNC(=O)c1ccc(OC2CSC2)cc1
  RAD54 inh: 2

# (next part)
Structure | RAD54 inh
O=C(CCCc1nc2ccccc2s1)Nc1nccs1 | -4
c1ccc2c(NC3CCCC3)nnc(NC3CCCC3)c2c1 | 15
CS(=O)(=O)N(CC(=O)NCc1ccccc1Cl)Cc1ccccc1 | -3
O=C(Cn1c(NCCO)nc2ccccc21)NCCc1ccccc1 | -6
CC(=O)CSc1nc2ccc(Nc3nc(N4CCOCC4)nc(N4CCOCC4)n3)cc2s1 | 0
CCOc1ccc2[nH]c(=O)c(CN(Cc3ccc(F)cc3)C(=O)N3CCCC3)cc2c1 | -2
CCS(=O)(=O)N1CCC(C(=O)N2CCc3ccccc3C2)CC1 | -3
CCCCCOC(=O)Cc1c(O)c2ccccc2n(C)c1=O | 2
NC(=O)c1ncc(C(F)(F)F)cc1Oc1ccc(F)cc1 | 1
COc1ccccc1NC(=O)Cc1csc(NC(=S)Nc2ccccc2)n1 | 0
Cc1ccc(-c2nn(-c3cc(Cl)ccc3[N+](=O)[O-])c(=O)c3ccccc23)cc1C | -10
O=C(/C=C1\NC2(CCCC2)Cc2ccccc21)N1CCOCC1 | 1
Cc1ccc(-c2nnc(SCC(=O)OC(C)C)n2N)cc1 | 2
CCN(c1cccc(C)c1)S(=O)(=O)c1cccc2nsnc12 | 0
CCOc1ccccc1C(=O)N(Cc1cccs1)C1CCS(=O)(=O)C1 (configuration not stated) | -4
Cc1ccc(C(=O)N2CCN(C(=O)CN3CCOCC3)C2)cc1 | -2
Cc1c(Cl)ccc2c1NC(=O)[C@]21N[C@@H](CCC(N)=O)[C@H]2C(=O)N(c3ccc(F)cc3)C(=O)[C@H]21 | 4
Cc1cc(SCc2ccccc2)nc(=O)[nH]1 | 2
Cc1ccc(S(=O)(=O)N2CCC(=O)N(C(COCc3ccc(C(F)(F)F)cc3)C(C)C)CC2)cc1 (configuration not stated) | -5
O=C1c2ccccc2N2C(=O)c3ccccc3C2N1O (configuration not stated) | 2
Cn1c(Cc2cccs2)nnc1SCC(=O)N1CCCc2ccccc21 | -2
COc1ccc(NC2CS(=O)(=O)CC2NCc2ccccc2)cc1 (configuration not stated) | -5
COc1ccccc1N1CCN(C(=O)C2CCN(S(=O)(=O)c3ccc(F)cc3)CC2)CC1 | -14
C#CCOCCOCCOCCNc1nc(N2CCN(C(=O)C([C@@H](C)CC)n3cc(C(N)Cc4ccc(O)cc4)nn3)CC2)nc(N2CCN(C(=O)[C@H](CCC(=O)O)n3cc(C(N)CO)nn3)CC2)n1 (some centres not stated) | 0
O=C(CSC1=Nc2ccccc2C2=NC(c3ccccc3)C(=O)N12)NC1CCCCC1 (configuration not stated) | 0

# Look-ups from the results shown.
# Reading for `CCN(c1cccc(C)c1)S(=O)(=O)c1cccc2nsnc12` in RAD54 inh: 0
# Reading for `NC(=O)c1ncc(C(F)(F)F)cc1Oc1ccc(F)cc1` in RAD54 inh: 1
# Reading for `CCCCCOC(=O)Cc1c(O)c2ccccc2n(C)c1=O` in RAD54 inh: 2

# (list continues)
Structure | RAD54 inh
CCC(OC(=O)c1cccs1)C(=O)NCc1ccc2c(c1)OCO2 (configuration not stated) | -1
CC(C)(C)C(=O)Nc1ccc(C(=O)Nc2cccnc2)cc1 | -4
CC(C)[C@H](NC(=O)OC(C)(C)C)c1nnc(SCC(=O)Nc2ccc(Br)cc2)o1 | -5
COc1ccccc1CCn1c(N)c(C#N)c2nc3ccccc3nc21 | 2
COc1ccc(C)cc1NC(=O)CN1CCN(C/C=C/c2ccccc2)CC1 | -3
CC(=O)c1sc(NC(=O)c2ccco2)nc1-c1ccccc1 | 4
Cc1cc(Cl)c(S(=O)(=O)N2CCN(c3ccc(F)cc3)CC2)cc1OCC(N)=O | -5
O=C(NC1CC1)c1cc(-c2ccco2)nc2ccccc12 | 4
O=C(NCCc1ccccc1)c1cccc(N2CCCC2=O)c1 | 4
Cc1nc2ncnn2c(N2CCN(C(=O)c3cccc(F)c3)CC2)c1C | -13
COc1ccc(N(C(=O)c2ccc(S(=O)(=O)N3CCOCC3)cc2)C2C=CS(=O)(=O)C2)cc1 (configuration not stated) | -9
Cc1oc(-c2ccccc2F)nc1CN1CCC(C(=O)NCc2cccnc2)CC1 | -1
Cc1cc(NS(=O)(=O)c2ccccc2)cc(Cl)c1O | 2
CCCN1CCN(CCCNC(=O)Cn2nc(-c3ccc(C)cc3)ccc2=O)CC1 | -14
O=C(COc1ncnc2ccc(Br)cc12)NCc1ccc2c(c1)OCO2 | -3
O=C(O)CSc1nnc(Cc2ccccc2)n1-c1ccccc1 | -2
CCCCC(c1nnnn1CCOC)N1CCN(CC)CC1 (configuration not stated) | -8
Cc1ccc(C(=O)NCCc2ccccc2)cc1N1CCCC1=O | -1
O=C(Nc1cccn(Cc2ccccc2)c1=O)NC1CCCCC1 | 6
COc1cccc(C(=O)Nc2ccc(NC(C)=O)cn2)c1 | 11
O=C1c2ccccc2NC(c2ccc(Cl)cc2Cl)N1Cc1ccccc1 (configuration not stated) | -3
Cc1ccc(CSc2nnc([C@@H]3CCCN3)o2)cc1 | -7
Nc1nncn1C(=O)c1c(Cl)cccc1Cl | -10
COC(=O)c1c(N)n(CCCN2CCOCC2)c2nc3ccccc3nc12 | 79*
CC(C)N(Cc1nc(-c2ccccc2)no1)C(=O)CN(C)S(=O)(=O)c1ccc(Br)cc1 | -8
COCc1nnc(NC(=O)CC(C)c2ccccc2)s1 (configuration not stated) | -2
Oc1ccc(/C=N/Nc2cc(N3CCOCC3)nc(N3CCOCC3)n2)cc1 | -1
CCOc1cc2[nH]c(=S)n(Cc3ccc(C(=O)NCC(OC)OC)cc3)c(=O)c2cc1OCC | -5
COc1c2c(nc3occc13)C(CC=C(C)C)(OC)C(O)CC2 (configuration not stated) | -1
CC1CCc2c(c3ccccc3[nH]c2=O)O1 (configuration not stated) | -4
CCOC(=O)N1CCN(C(=O)CSCc2nc(-c3ccccc3F)oc2C)CC1 | 2
Cc1c(Br)c([N+](=O)[O-])nn1C(C)C(=O)N1CCCc2ccccc21 (configuration not stated) | -8
c1ccc2c(c1)[nH]c1c(N3CCC4(CC3)OCCO4)ncnc12 | 5
COc1cc(/C=N/NC(=Nc2ccc(C)cc2)c2nc3ccccc3s2)ccc1O | 3
Cc1cc(NC(=O)C2C3C(=O)N(CCC(C)C)C(C(=O)NCc4ccccc4)C34C=CC2(C)O4)no1 (configuration not stated) | -13
Cc1c(Nc2cc(N3CCCC(C)C3)c3nonc3c2[N+](=O)[O-])c(=O)n(-c2ccccc2)n1C (configuration not stated) | -2
C=CCSc1nnc(-c2nnc(SCC=C)n2-c2ccccc2)n1-c1ccccc1 | 12
Cc1ccc(C(=O)c2cnc3ccccc3c2-c2ccccc2)cc1 | 11

# Bioassay records as filed in PubChem BioAssay.

# Some of the compounds tested; the hit share may differ from the screen's.
